Source: PubChem
MrgX1 antag: blocks BAM8-22 activation of human MrgX1 receptor; B-score at 10 µM; actives 1.3% (n = 310,000); MRGX1-HEK293 calcium flux, Fluo-4, BAM8-22 antagonism; hits give low values; Q96LB2;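 active = calcium-response B-score plate-corrected more than 3 library SD below zero, starting fluorescence within 5 deviations, no agonist response on first addition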;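 also: peak minus trough fluorescence over baseline after final BAM8-22 challenge near maximal dose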
Target sequence (Q96LB2 whole entry, looked up): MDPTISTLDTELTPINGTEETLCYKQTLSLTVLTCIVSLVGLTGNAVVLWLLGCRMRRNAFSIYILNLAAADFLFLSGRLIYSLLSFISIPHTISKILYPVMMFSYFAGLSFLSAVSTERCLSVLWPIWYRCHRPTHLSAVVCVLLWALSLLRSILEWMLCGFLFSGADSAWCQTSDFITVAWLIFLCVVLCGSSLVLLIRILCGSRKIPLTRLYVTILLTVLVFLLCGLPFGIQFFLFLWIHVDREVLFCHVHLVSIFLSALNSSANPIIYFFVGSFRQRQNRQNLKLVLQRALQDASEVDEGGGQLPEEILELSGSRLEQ
IEC-6 cytotox: IEC-6 cytotoxicity, counter-screen for KLF5 inhibitors. inhibition, % at 5 µM. actives 0.78% (n = 290,000). luminescence viability. AID 1825; in the data active = inhibition above about 22%;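 also: 0% = plate median of test compound wells and 100% = cytotoxic reference compound wells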
KLF5 inh: kruppel-like factor 5 inhibition; DLD-1 KLF5 promoter-luciferase reporter, luminescence; inhibition, % at 5 µM; actives 0.23% (n = 290,000); AID 1700;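 active = inhibition above a per-plate limit of that plate's mean compound inhibition plus 3 SD, cut at about 60% in these data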;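 also: 0% = DMSO wells and 100% = LY294002 at 200 µM; higher means less KLF5 promoter-driven luciferase light; inactives centre near -14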
TRPC4 block: inhibitors of mouse TRPC4 channel; Q9QUQ5; HEK293 TRPC4beta/mu-opioid, DAMGO-evoked Fluo4 calcium flux; hits give low values; B-score at 10 µM; actives 0.39% (n = 300,000); AID 2247;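 active = B-score over 3 SD under the library average, no early fluorescence shift, positive overall ratio signal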
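Assay system: TRPC4beta/mu-opioid receptor HEK293 cell line; compound dosing: single concentration per test compound; detection: Fluo4 Ca2+ flux fluorescence; evaluation: per-well B score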
HIF activator: HIF pathway transcriptional activation; U2OS HRE-luciferase reporter, luminescence; normalized: DMSO 0%, desferrioxamine 100%; activation, % at 7.5 µM (by protocol); actives 0.32% (n = 300,000); AID 1910;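 active = mean activation of at least 10% of the iron chelator positive control signal, with at least half of replicates also reaching 10%; inconclusive = mean and replicate majority disagree about reaching 10%; inactive = mean and most replicates under 10%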
SKKanGAS inh: blocks kanamycin growth of S. pyogenes SKKanGAS strain. BacTiter-Glo, 6 h. inhibition, % at 7.5 µM. actives 1.3% (n = 300,000);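 active = mean replicate score, as percent of positive control median, at least 50; inconclusive = mean below 50 but one replicate at or above 50; inactive = mean and every replicate below 50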;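 also: strain carries kanamycin resistance gene driven by streptokinase promoter and grows in 40 µg/ml kanamycin; loss of luminescence reflects streptokinase promoter inhibition or plain growth inhibition; 0% = median of DMSO wells and 100% = positive control at its reference dose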
TRPC6 act: activators of mouse TRPC6 channel | Q61143 | actives 0.13% (n = 310,000) | AID 2550 | B-score at 10 µM | HEK293-TRPC6 membrane potential dye fluorescence; hits give high values;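 active = B-score of the integrated fluorescence ratio above library mean plus 3 SD, and starting fluorescence ratio within library mean plus 5 SD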;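 also: higher score means more depolarization so channel activation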
aSyn UTR inh: 5' untranslated region of α-synuclein, MLPCN primary screen; alpha-synuclein 5'UTR reporter, inhibitor activity; inhibition, % (tested at 7.5 µM); AID 1813; actives 0.82% (n = 300,000); in the data active = inhibition above about 60%; inconclusive = no clear call, values can overlap the other calls;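 also: H4 neuroglioblastoma cells stably carrying SNCA 5'UTR luciferase fusion; 0% = DMSO wells and 100% = positive control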
TRPC4 potent: TRPC4 (mouse) allosteric potentiation; actives 0.42% (n = 310,000); AID 2227; Q9QUQ5; B-score at 10 µM; HEK293 TRPC4beta/mu-opioid, DAMGO EC20, Fluo-4 Ca2+ flux; hits give high values;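 active = B-score of calcium response area above 5 SD of library B-scores, with initial fluorescence ratio within 5 SD of library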;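 also: B-score of integrated fluorescence ratio over time as area under calcium response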
TRPC4 act: opens the mouse TRPC4 cation channel. AID 2237. Q9QUQ5. HEK293 TRPC4beta/mu-opioid, Fluo4 calcium fluorescence; hits give high values. actives 0.49% (n = 310,000). B-score at 10 µM;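 active = B-score above 5 SD of library B-scores, and initial fluorescence ratio not above library mean plus 5 SD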;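 also: positive B-score marks a calcium rise read as TRPC4 activation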
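Material: TRPC4beta and mu-opioid receptor HEK293 stable cells | Incubation: 45 min room-temperature Fluo4 loading, 110 s read | Detection: Kinetic Fluo4 calcium fluorescence | Measure: Integrated baseline-normalised fluorescence ratio, converted to per-well B score | Benchmarks: Low control buffer alone, high control maximal DAMGO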
TRPC6 inhibitor: mouse TRPC6 channel inhibition. AID 2553. actives 1.1% (n = 310,000). B-score at 10 µM. HEK293-TRPC6, membrane potential dye, ACh-evoked depolarization; hits give low values;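 active = B-score under library mean minus 3 SD, initial fluorescence not abnormally high, positive integrated signal ratio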;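 also: B-score derived from integrated fluorescence ratio over the kinetic read; more negative B-score means stronger inhibition of depolarization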
* = called active by the depositor; i = inactive; ? = inconclusive; nt = not tested or not shown.

SMILES	MrgX1 antag	IEC-6 cytotox	KLF5 inh	TRPC4 block	HIF activator	SKKanGAS inh	TRPC6 act	aSyn UTR inh	TRPC4 potent	TRPC4 act	TRPC6 inhibitor
CCN=c1scc(-c2ccc(F)cc2)n1/N=C/c1ccccn1	i	-8	-191	nt	5.1	0	i	-73	i	i	i
Cc1cc2cc(C)c3nnc(SCC(=O)NCc4ccco4)n3c2cc1C	i	1	0	i	-0.2	3	i	3	i	i	i
O=C(Nc1ccc(CN2CCOCC2)cc1)c1ccc(Cl)cc1	i	-4	-122	i	4.5	-4	i	-207	i	i	i
Cc1ccc(-c2cc(C(=O)NCc3ccccn3)c3ccccc3n2)cc1C	i	7	-45	i	1.6	12	i	-124	i	i	i
N#Cc1nc(-c2cccc(Cl)c2)oc1N1CCC(C(N)=O)CC1	i	3	-14	i	1.3	-1	i	6	i	i	i
Cc1occc1C(=O)Nc1cccc(Cn2cccn2)c1	i	6	-31	i	-0.2	1	i	-5	i	i	i
Cc1ccc2c(c1)sc1nc(=O)n(-c3ccccc3)c(=O)n12	i	-3	-125	i	1.3	-8	i	-68	i	i	i
Cn1cnc(S(=O)(=O)Nc2ccc(C(F)(F)F)cc2)c1	i	-1	-2	i	0.5	-6	i	10	i	i	i
CC1=C(C(=O)OCc2ccccc2)C(c2ccsc2)NC(=O)N1C (stereo unspecified)	i	-1	-3	i	-0.4	11	i	-1	i	i	i
COC(=O)c1cc(NC(=O)C(C)c2ccc(CC(C)C)cc2)ccc1O (stereo unspecified)	i	-8	-17	i	0.1	-33	i	8	i	i	i
CC(=O)Nc1ccc(NC(=O)C2CCCCN2S(=O)(=O)c2ccc(C(C)(C)C)cc2)cc1 (stereo unspecified)	i	-4	-22	i	-2.4	5	i	-19	i	i	i
Cc1cccc(NC(=O)CCNC(=O)c2ccc(Br)cc2)c1	i	-6	-44	i	3.7	-3	i	-93	i	i	i
CSc1cccc(CN(C)C(=O)C2CCC(=O)N(CCCN3CCCC3=O)C2)c1 (stereo unspecified)	i	-3	-13	i	2.8	-4	i	-73	i	i	i
O=C(CN1CCC(C(=O)c2ccc(Cl)cc2)CC1)NC1CCCC1	i	-2	-27	i	2.9	-1	i	17	i	i	i
COc1ccccc1C(=O)Nc1ccnn1C1CCN(C/C=C/c2ccccc2)CC1	i	5	-10	i	-0.3	-1	i	35	i	i	i
O=C(OCc1nc2ccsc2c(=O)[nH]1)c1cccc(S(=O)(=O)N2CCOCC2)c1	i	nt	nt	i	-0.1	-6	i	3	i	i	i
COC(=O)c1ccccc1NC(=O)N1CCc2ccc(NC(=O)c3ccccn3)cc2C1	i	6	-90	i	3.4	32	i	-50	i	i	i
Cc1ccc(C)c(CSC2=NN3CCCC(=O)N=C3S2)c1	i	-4	-12	i	0.1	5	i	-20	i	i	i
CCOC(=O)Cc1cc(=O)n2[nH]c(-c3ccc(Cl)cc3)cc2n1	i	0	-3	i	0.3	-7	i	-47	i	i	i
c1ccc(Cc2ccc(OCCn3ccnc3)cc2)cc1	i	7	-40	i	-16	17	i	-12	i	i	i
O=C(NCCCn1ccnc1)/C(=C\c1cccnc1)NC(=O)c1cccc(Br)c1	i	3	-11	i	-0.1	-1	i	-11	i	i	i
CCN(CCO)Cc1csc2c(Br)cccc12	i	1	-37	i	-0.3	-2	i	23	i	i	i
CCCNC(=O)Cn1cnc2sc(C(=O)NCCN(CC)CC)c(C)c2c1=O	i	6	-3	i	-0.5	-5	i	2	i	i	i
CC(=O)c1c(C)n(-c2ccccc2)c2ccc(OCC(O)CN3CCOCC3)cc12 (stereo unspecified)	i	1	-39	i	-0.4	-5	i	11	i	i	i
CCC(C)(C)NS(=O)(=O)c1cc(CN2C(=O)c3cccnc3C2=O)ccc1OC	i	2	-15	i	2.1	0	i	19	i	i	i
COc1ccc(CCNC(=O)CSc2nc(C)nc3c2c(=O)n(C)c(=O)n3C)cc1OC	i	nt	nt	i	-0.1	-3	i	-19	i	i	i
CCCOc1ccc(N2C(=O)CC(SC(=N)N3N=C(c4ccccc4)CC3c3ccccc3)C2=O)cc1 (stereo unspecified)	i	6	-14	i	-0.7	25	i	0	i	i	i
CCc1cc2c(=O)c(-c3nc4ccccc4n3C)coc2c(CN2CCC(C)CC2)c1O	nt	-3	-11	i	0.2	1	i	6	i	i	i
O=c1c2c(n3cnnc3n1-c1ccccc1)-c1ccccc1CC21CCCCC1	i	0	-5	nt	-0.4	0	i	-7	i	i	i
CC(C)C[C@H](NC(=O)c1[nH]cnc1C(=O)N[C@@H](C)C(=O)OC(C)(C)C)C(=O)OC(C)(C)C	i	nt	nt	i	0.0	28	i	48	i	i	i
O=S(=O)(NC1=NCCCCC1)c1ccc(F)cc1	i	-2	-12	i	-0.4	-10	i	12	i	i	i
Cc1ccsc1C1NC(=O)c2c(sc3c2CCN(C)C3)N1 (stereo unspecified)	i	0	-22	i	0.1	1	i	-36	i	i	i
CC1(CCc2ccc3c(c2)OCO3)NC(=O)c2ccccc2N1 (stereo unspecified)	i	-5	-30	i	0.1	-11	i	6	i	i	i
Oc1c(Cl)cc(Cl)cc1/C=N/Nc1ncc(Br)cn1	i	2	-38	i	0.8	16	i	43	i	i	i
CSc1ccccc1NC(=O)Cc1ccc(Br)cc1	i	-3	-4	i	-0.5	-6	i	8	i	i	i
CCCNC(=S)Nc1ccc(Cl)cc1C	i	-2	-14	i	-0.1	-1	i	5	i	i	i
C=CCNC(=O)Nc1ccc(Br)cc1Cl	i	-7	-43	i	0.2	0	i	-17	i	i	i
Cc1ccc[n+](C(C)C(=O)c2ccc(-c3ccccc3)cc2)c1 (stereo unspecified)	i	-12	-24	i	0.6	3	i	2	i	i	i
COc1ccc(CN2CCN(Cc3ccc(C(F)(F)F)cc3)CC2)cc1	i	1	-1	i	0.6	-1	i	-15	i	i	i
O=S(=O)(NCCc1ccccn1)c1ccc(-c2ccccn2)s1	i	-2	-20	i	-0.1	-18	i	-3	i	i	i
O=C1NC2=C(C(=O)CCC2)C(c2ccccc2[N+](=O)[O-])N1 (stereo unspecified)	i	-14	-18	i	0.2	1	i	18	i	i	i
Cc1nn(Cc2ccc([N+](=O)[O-])cc2)c(=O)n1-c1c(F)cccc1F	i	1	10	i	-0.6	3	i	13	i	i	i
CCN(CC)C(=O)C1CCCN(c2ccc([N+](=O)[O-])cc2/C=N/NC(=O)c2cccc(Br)c2)C1 (stereo unspecified)	i	0	-5	i	-1.4	6	i	19	i	i	i
CCc1ccc(CSc2nccn2-c2ccccc2)cc1	i	-4	-12	i	0.0	19	i	-16	i	i	i
CC(C)(C)OC(=O)N1CCC[C@H]1c1nnc(SCc2ccccc2F)o1	i	-6	-6	i	-0.5	-3	i	-8	i	i	i
O=C(O)CSc1ncnc2scc(-c3ccccc3)c12	i	4	-14	i	-0.1	2	i	2	i	i	i
COc1ccc(C(=O)N/C(=C\c2cccc3ccccc23)C(=O)N2CCN(C)CC2)cc1OC	i	6	1	i	-0.5	-2	i	19	i	i	i
O=C(Nc1cccc2ccccc12)c1cnccn1	i	9	-1	i	1.1	3	i	-96	i	i	i
Cc1ccc(-c2csc(NC(=O)CN3CCOCC3)n2)cc1	i	15	-17	i	1.8	-3	i	-17	i	i	i
O=C1C2CC=CCC2C(=O)N1CC(=O)N(Cc1ccccc1)C1CCS(=O)(=O)C1 (stereo unspecified)	i	-4	-21	i	0.0	-3	i	2	i	i	i
Cc1[nH]nc(Nc2ccc(C(C)C)cc2)c1[N+](=O)[O-]	i	40*	-172	i	4.2	?	i	-151	i	i	i
Cc1nnc(-c2cnn(C)c2N)n1Cc1cccc(Cl)c1	i	2	-26	i	1.2	3	i	-9	i	i	i
COc1ccc(N2CCN(C(=S)Nc3cccc(C)c3)CC2)cc1	i	2	14	i	-0.1	-6	i	13	i	i	i
Cc1sc(=NC(=O)c2ccco2)n(C)c1-c1ccccc1	i	0	-108	i	1.5	-4	i	-30	i	i	i
Cc1nc2c(-c3ccc(F)cc3)cnn2c2c1CCC2	i	1	-20	i	0.9	-3	i	-87	i	i	i
CCOC(=O)/C(C#N)=c1/s/c(=C2\C=Cc3ccccc3N2CC)c(=O)n1CC	i	-2	0	i	-0.3	-12	i	-16	i	i	i
O=C(COC(=O)c1cccc(Br)c1)NCCc1ccccc1	i	8	20	i	0.3	-5	i	4	i	i	i
COc1ccc(CC(=O)OCC(=O)N2CCCC(C)C2)cc1 (stereo unspecified)	i	-4	-33	i	-0.2	-1	i	-11	i	i	i
Cn1c(=O)c2c(ncn2CCC(=O)N/N=C/c2cccnc2)n(C)c1=O	i	-4	-19	i	-0.2	-9	i	1	i	i	i
O=C(CSc1nnc(-c2ccccn2)n1Cc1ccco1)Nc1ccc2c(c1)OCO2	i	-3	-24	i	-0.4	10	i	22	i	i	i

(continued)
SMILES	MrgX1 antag	IEC-6 cytotox	KLF5 inh	TRPC4 block	HIF activator	SKKanGAS inh	TRPC6 act	aSyn UTR inh	TRPC4 potent	TRPC4 act	TRPC6 inhibitor
COc1ccc(C(=O)N2CCCN(C)CC2)cc1S(=O)(=O)N1CCCc2ccccc21	i	-4	-23	i	0.7	-1	i	14	i	i	i
C(=N\Nc1nnnn1-c1ccccc1)/c1ccncc1	i	5	-14	i	0.1	-15	i	19	i	i	i
N#Cc1ccccc1Oc1ccc(S(=O)(=O)N2CCCCC2)cn1	i	nt	nt	i	1.3	-6	i	-33	i	i	i
Cc1ccc(C)c(S(=O)(=O)Nc2ccc3[nH]c(=O)[nH]c3c2)c1	i	8	-3	i	-0.3	2	i	19	i	i	i
COc1ccc(C/C(N)=N/OC(=O)c2cccc([N+](=O)[O-])c2)cc1	i	4	-16	i	0.2	2	i	-3	i	i	i
O=C(CNC(=O)c1sc2ccccc2c1Cl)NCc1cccc(C(F)(F)F)c1	i	nt	nt	i	-0.1	-13	i	-5	i	i	i
Cc1scc(C(=O)Nc2ccon2)c1-c1ccccc1	i	2	-5	i	-0.2	nt	i	-17	i	i	i
O=C(NC1CC1)C1CCN(S(=O)(=O)c2cc(Cl)ccc2Cl)CC1	-5.4*	-1	3	i	-0.2	2	i	-1	i	i	i
COC(=O)c1cn(CCC#N)nc1-c1ccc2ccccc2c1	i	3	-46	i	0.6	-7	i	39	i	i	i
